GAA glycogen mod – alters human alpha-glucosidase cleavage of glycogen; P10253; recombinant GAA, glycogen substrate, Amplex Red glucose oxidase fluorescence; Potency, µM (titrated, usually from 76.4 µM), for the others: at the highest dose activity change, negative = inhibition, hits mostly inhibitors; 0.38% of 300,000 active; AID 2100;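 note: potency is the fitted concentration of half-maximal effect; 0% = full enzyme reaction and -100% = no-enzyme basal signal; the screen sought inhibitors and activators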
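Natural-substrate format: glycogen cleavage by 4 nM human enzyme, glucose read by Amplex Red coupling (Ex 573, Em 610 nm). Normalized to enzyme and no-enzyme controls.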
GAA inhib – alpha-glucosidase (human) inhibition; P10253; purified human GAA, 4-MU-alpha-glucoside fluorescence; Potency, µM (titrated, usually from 76.9 µM), inactives show top-dose activity change, negative = inhibition, actives largely listed as inhibitors; 0.005% of 200,000 active; AID 1466;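 note: potency is the fitted concentration of half-maximal effect; plate controls were uninhibited enzyme wells for no effect and no-enzyme background for full effect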
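AC50 values come from Hill fits of compound titrations (up to 77 uM) against 4 nM human enzyme. Substrate 4-methylumbelliferyl-alpha-D-pyranoside at 400 uM, pH 5.0 citrate buffer, 20 min room temperature; fluorescence Ex 365/Em 440 after alkaline stop.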
GAA spleen mod – inhibitors or activators of human alpha-glucosidase in spleen homogenate. P10253. human spleen homogenate, 4-MU-alpha-glucoside fluorescence. Potency, µM (highest dose often 79.9 µM), for inactives: at the highest dose activity change, negative = inhibition, usual class: inhibitors. 0.006% of 240,000 active. AID 2112;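 note: potency is the fitted concentration of half-maximal effect; 0% = enzyme with vehicle and -100% = no enzyme basal signal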
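AC50 values come from Hill-equation fits of concentration-response data, normalized to no-enzyme and full-activity controls. Enzyme source: 1 ug human spleen homogenate; 1 mM fluorogenic 4-MU glucoside, pH 5.0 citrate buffer, 37 C, 40 min.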
CBFb RUNX1 block – blocks binding between human CBF-beta and RUNX1; Q01196+Q13951; AlphaScreen CBFb-His/RUNX1-biotin binding, biochemical; Potency, µM (highest dose often 59.8 µM), for inactives: at the highest dose activity, negative = inhibition, usual class: inhibitors; 230,000 tested, under 10 active; AID 1477; note: % of control where 0% means no effect
Target sequence (Q01196 whole entry, looked up): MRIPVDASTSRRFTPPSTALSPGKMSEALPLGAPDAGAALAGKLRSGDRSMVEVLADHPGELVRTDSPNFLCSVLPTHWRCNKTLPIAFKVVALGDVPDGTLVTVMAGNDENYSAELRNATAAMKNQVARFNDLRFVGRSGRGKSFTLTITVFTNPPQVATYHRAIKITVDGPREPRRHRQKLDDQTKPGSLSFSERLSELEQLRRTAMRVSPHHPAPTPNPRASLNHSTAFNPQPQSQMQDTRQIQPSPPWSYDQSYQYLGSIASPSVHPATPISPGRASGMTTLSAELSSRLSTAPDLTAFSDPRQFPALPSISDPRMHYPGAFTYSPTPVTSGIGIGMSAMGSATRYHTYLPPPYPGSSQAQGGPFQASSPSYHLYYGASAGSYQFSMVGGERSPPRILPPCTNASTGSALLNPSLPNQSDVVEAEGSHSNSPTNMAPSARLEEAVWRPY
Target sequence (Q13951 whole entry, looked up): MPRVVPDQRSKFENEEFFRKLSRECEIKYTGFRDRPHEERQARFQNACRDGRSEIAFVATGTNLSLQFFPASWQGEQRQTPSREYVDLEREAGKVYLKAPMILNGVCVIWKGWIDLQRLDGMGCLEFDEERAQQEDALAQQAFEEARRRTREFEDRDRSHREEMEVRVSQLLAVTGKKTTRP
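His-tagged CBF-beta and biotinylated RUNX1 (30 nM each) were premixed 20 min at room temperature, exposed to compound for 15 min, then given nickel-chelate and streptavidin AlphaScreen beads (50 ng each). After 90 min, AlphaScreen signal was read.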
Lamin A splicing – changes lamin A minigene splicing in HeLa cells; HeLa LMNA splicing GFP/RFP minigene ratio, 48 h; Potency, µM (series often up to 46.1 µM), without a hit: top-dose ratio change, negative = inhibition, hits mostly inhibitors; 0.01% of 200,000 active; AID 1487; active = well fitted inhibition curve with a large enough effect in the signal ratio, with a control signal flat, not every such curve was filed as active; inconclusive = small, poorly fitted or top-dose-only effect, or effect the other way, or a change in a side signal; the % refers to the signal ratio; note: potency is the fitted concentration of half-maximal effect; % is set by controls: 0 for no effect and ±100 for the full control effect
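S3 HeLa stable clones carrying a lamin A-EGFP splicing minigene plus DsRed2 were seeded at 600 cells/well in Opti-MEM with 2% FBS, pin-dosed and incubated 48 h at 37°C. Acumen cytometry (488 nm) gave the GFP/RFP total-intensity ratio.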
HTT ATP protect – cytoprotection in Huntington HTT-Q103 PC12 cell model. Potency, µM (doses to about 56.4 µM), inactives show cytoprotection (ATP increase), most hits filed as activators. PC12 HTT-Q103 induced, cytoprotection, ATP luminescence, 40 h. 0.14% of 230,000 active. AID 1471;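 note: potency is the fitted concentration of half-maximal effect; % of control where 0% means no effect; nearly all actives have a fitted effect of over 45% in size; toxic huntingtin expression switched on by the ecdysone agonist tebufenozide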
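Readout: ATPlite luminescence (ATP level). Model: stable PC12, inducible Htt exon1 Q103-GFP. Inducer: tebufenozide, 100 nM final. Compounds: dose series. No G418 in medium.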
HTT aggregate – mutant huntingtin aggregation inhibition; Potency, µM (top dose mostly 46.1 µM), for the others: at the highest dose activity change, negative = inhibition, usual class: inhibitors; AID 1688; 1.1% of 220,000 active; PC12 HttQ103-GFP aggregates, Acumen cytometry, 40 h; note: potency is the fitted concentration of half-maximal effect; % is set by controls: 0 for no effect and ±100 for the full control effect; nearly all actives have a fitted effect of over 60% in size
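Using laser scanning cytometry, GFP-positive aggregates were counted after lysis of PC12 cells induced with 100 nM tebufenozide to express HTT exon 1 Q103–GFP. Compounds were tested in titration.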
Starred values were filed as active, the others as inactive; & = joins results of further samples; [ ] = dose if it differs, or a comment. Unless noted, calls come from the whole dose curve; as a rule, active = well fitted curve in the direction sought with a large enough effect; inconclusive = small, poorly fitted or top-dose-only effect, or another doubt; inactive = no such curve, though single readings can be large; an effect the other way counts as inactive or inconclusive.

Screening CC[C@H](C)[C@H](NC(N)=O)C(=O)OCC(=O)NCc1ccc(Cl)cc1 returned GAA glycogen mod 2.3%, GAA inhib -6.3%, GAA spleen mod -0.6%, CBFb RUNX1 block 6.6%, HTT ATP protect -42.7% and HTT aggregate 12.1%.
Screening CN(C)Cc1ccccc1-c1nccc(N(C)C)n1 returned GAA spleen mod 19.8%, Lamin A splicing -10.7% and HTT ATP protect 13.6%.
For CCC(C)NCCCCOc1ccc(Br)cc1 (stereo not drawn) the results were GAA glycogen mod 5.3%, GAA inhib 1.4%, GAA spleen mod -9.9%, CBFb RUNX1 block -6.2%, Lamin A splicing -11.5%, HTT ATP protect 7.3%[10 µM] and HTT aggregate 10.1%.
O=S(=O)(c1cccs1)N1CN(C2CCCCC2)c2nc3ccccc3nc21 was read as GAA glycogen mod -2.7%, GAA spleen mod 2.2%, CBFb RUNX1 block -7.4%, HTT ATP protect -8.3%[10 µM] and HTT aggregate -21.1%[9.22 µM].
CCc1nnc(NC(=O)C2CCCN(c3nc4ccccc4s3)C2)s1 (stereo not drawn) was read as GAA glycogen mod 0.1%, GAA inhib -14.6%, GAA spleen mod -5.1%, CBFb RUNX1 block -4.6%, Lamin A splicing inconclusive, HTT ATP protect -12.2% and HTT aggregate 5.3%.
Screening Cc1cc(-c2nc(C)c(-c3nnc(SCC(=O)Nc4cc(Cl)cc(Cl)c4)n3C)s2)no1 returned GAA glycogen mod 2.2%, GAA spleen mod -15.8%, CBFb RUNX1 block 3.9%, HTT ATP protect -15.5%[10 µM] and HTT aggregate 7.4%[9.22 µM].
For CC(C)CN(C(=O)CN1CCN(S(=O)(=O)c2ccc3ccccc3c2)CC1)c1c(N)n(CC(C)C)c(=O)[nH]c1=O the results were GAA glycogen mod 18.3%, GAA inhib -14.7%, GAA spleen mod 1.8%, CBFb RUNX1 block 2.0%, Lamin A splicing 5.3%, HTT ATP protect 5.7%[10 µM] and HTT aggregate 6.7%.
`Cc1nn(C)c(C)c1/C=N/NC(=O)CCn1nc(C)c([N+](=O)[O-])c1C` gave GAA glycogen mod 3.4%, GAA inhib 7.7%, GAA spleen mod -10.2%, CBFb RUNX1 block -22.1%, Lamin A splicing -6.1%, HTT ATP protect -16.1%[10 µM] and HTT aggregate -11.2%.
Cc1ccc(C(=O)NN2C(=O)C3C4c5ccccc5C(c5ccccc54)C3C2=O)cc1 (stereo not drawn) was read as GAA glycogen mod 9.5%, GAA inhib inconclusive, GAA spleen mod 1.6%, CBFb RUNX1 block -0.9%, Lamin A splicing -9.0%, HTT ATP protect 11.0%[10 µM] and HTT aggregate inconclusive.
`N/C(=N\NC(=O)c1ccccc1Cl)c1cc2ccccc2oc1=O` gave GAA glycogen mod 3.1%, GAA inhib inconclusive, GAA spleen mod -4.2%, CBFb RUNX1 block -3.2%, HTT ATP protect -23.8% and HTT aggregate 11.1%.
Screening CCOC(=O)CC1=NN(c2ccccc2)C(=O)C1 returned GAA glycogen mod -23.4%, GAA inhib 6.9%, GAA spleen mod 2.8%, CBFb RUNX1 block 5.4%, Lamin A splicing inconclusive, HTT ATP protect -27.8% and HTT aggregate 0.0%.
`CC1CN2C(CCC(C)C2c2ccc(Br)cc2)C(=O)O1` (stereo not drawn) gave GAA spleen mod -2.4%&-8.2%&0.7%[17.4 µM], CBFb RUNX1 block 5.3%&16.9%&12.5%[13.1 µM] and HTT ATP protect -10.9%&-4.7%&-3.0%[10 µM].

Reprinted from the part before: 2 entries, followed by the next part.
Screening CCOC(=O)CC1=NN(c2ccccc2)C(=O)C1 returned GAA glycogen mod -23.4%, GAA inhib 6.9%, GAA spleen mod 2.8%, CBFb RUNX1 block 5.4%, Lamin A splicing inconclusive, HTT ATP protect -27.8% and HTT aggregate 0.0%.
`CC1CN2C(CCC(C)C2c2ccc(Br)cc2)C(=O)O1` (stereo not drawn) gave GAA spleen mod -2.4%&-8.2%&0.7%[17.4 µM], CBFb RUNX1 block 5.3%&16.9%&12.5%[13.1 µM] and HTT ATP protect -10.9%&-4.7%&-3.0%[10 µM].
For CCCCCC(=O)Nc1ccccc1N1CCN(c2ccccc2)CC1 the results were GAA glycogen mod -6.0%, GAA inhib -21.7%, GAA spleen mod -6.8%, CBFb RUNX1 block 8.8%, Lamin A splicing inconclusive, HTT ATP protect -3.4%[10 µM] and HTT aggregate -22.7%.
For CCOc1ccc2nc(C(=O)N3CCCC(C)C3)sc2c1 (stereo not drawn) the results were GAA glycogen mod 2.2%, GAA inhib 2.1%, GAA spleen mod 4.7%, CBFb RUNX1 block -2.1%, Lamin A splicing inconclusive and HTT aggregate -6.2%.
`O=C(COC(=O)c1ccccc1NC(=O)c1ccco1)NC1CCCCC1` gave GAA glycogen mod 2.2%, GAA inhib -7.6%, GAA spleen mod -1.9%, CBFb RUNX1 block 4.7%, Lamin A splicing 5.7%, HTT ATP protect -8.2% and HTT aggregate 31.6%.
For O=C(COC(=O)Cc1ccc(Br)cc1)NCC1CCCCC1 the results were GAA glycogen mod -10.0%, GAA inhib 1.8%, GAA spleen mod 3.7%, CBFb RUNX1 block -2.1%, HTT ATP protect -7.3%[10 µM] and HTT aggregate -5.5%.
Screening COc1ccc(OC)c(N/C(=N/c2nc(C)cc(C)n2)NC(C)=O)c1 returned GAA glycogen mod -7.1%, GAA spleen mod -3.9%, CBFb RUNX1 block 4.6%, HTT ATP protect -3.9%[10 µM] and HTT aggregate -6.3%[9.22 µM].
CC(=O)c1cc(-c2ccccc2)[nH]c1N1CCCC1 was read as GAA glycogen mod 15.0%, GAA inhib -5.0%, GAA spleen mod -3.1%, CBFb RUNX1 block 2.2%, Lamin A splicing 5.5%, HTT ATP protect -0.6% and HTT aggregate -6.5%.
Screening CCCC(=O)Nc1ccc2oc(-c3ccncc3)nc2c1 returned GAA glycogen mod -6.1%, GAA inhib -6.4%, GAA spleen mod 2.0%, CBFb RUNX1 block 0.3%, Lamin A splicing -1.8%, HTT ATP protect -17.5% and HTT aggregate -4.6%.
N#CCCn1cc(/C=N/NC(N)=S)c(-c2ccc(Br)cc2)n1 was read as GAA glycogen mod -10.3%, GAA inhib -6.7%, GAA spleen mod 0.0%, CBFb RUNX1 block -14.4%, Lamin A splicing inconclusive, HTT ATP protect -10.0% and HTT aggregate -0.5%.
Screening COc1ccc(OC)c2c(N3CCN(C)CC3)cc(C(F)(F)F)nc12 returned GAA glycogen mod 4.6%, GAA inhib -3.9%, GAA spleen mod -0.3%, CBFb RUNX1 block 10.7%, Lamin A splicing 2.4%, HTT ATP protect -1.8%[10 µM] and HTT aggregate 21.4%.
Screening O=C(N/N=C/c1ccccn1)c1cccc(S(=O)(=O)N2CCCC2)c1 returned GAA glycogen mod -24.4%, GAA spleen mod 5.4%, CBFb RUNX1 block -1.2%, HTT ATP protect -24.9%[10 µM] and HTT aggregate -18.9%[9.22 µM].
For Cc1c(NC(=O)C(C)OC(=O)c2cccs2)c(=O)n(-c2ccccc2)n1C (stereo not drawn) the results were GAA glycogen mod 3.3%, GAA inhib 1.7%, GAA spleen mod -4.3%, CBFb RUNX1 block 1.2%, Lamin A splicing -3.7%, HTT ATP protect 37.4%[0.074 µM] and HTT aggregate 1.2%.
COc1ccc(NC(=O)c2ccco2)c(NC(=O)Cc2cccs2)c1 was read as GAA glycogen mod 1.9%, GAA inhib 2.9%, GAA spleen mod 0.9%, CBFb RUNX1 block 4.5%, Lamin A splicing 7.4%, HTT ATP protect -3.6% and HTT aggregate -10.3%.
Cc1ccccc1NCC(=O)c1ccc(Br)cc1 was read as GAA glycogen mod -27.8%, GAA inhib -10.6%[15.4 µM], GAA spleen mod 2.8%, CBFb RUNX1 block 3.6%, Lamin A splicing inconclusive, HTT ATP protect -3.1% and HTT aggregate 15.9%.
CCSC1=C(C#N)C(=O)n2c1cc1c2CCCC1 was read as GAA glycogen mod -9.3%, GAA inhib -4.4%, GAA spleen mod 8.1%, CBFb RUNX1 block -3.3%, Lamin A splicing -3.0%, HTT ATP protect -34.5%[inhibitor][10 µM] and HTT aggregate 28.3%.
Screening CC1=C(C(=O)N2CCOCC2)C(c2ccc(C)cc2)NC(=S)N1 (stereo not drawn) returned GAA glycogen mod 13.6%, GAA inhib 7.0%, GAA spleen mod -7.7%, CBFb RUNX1 block -4.1%, Lamin A splicing -9.8%, HTT ATP protect 17.6%[10 µM] and HTT aggregate 5.5%.
For CCOC(=O)CSc1nc2ccccc2c(=O)n1CCN1CCOCC1 the results were GAA glycogen mod 2.7%, GAA inhib 2.9%, GAA spleen mod -0.8%, CBFb RUNX1 block 0.4%, Lamin A splicing -13.7%, HTT ATP protect 38.1%[10 µM] and HTT aggregate 0.2%.
Screening O=C(c1cccc(S(=O)(=O)N2CCCC2)c1)N1CCN(c2ccccc2F)CC1 returned GAA glycogen mod 6.0%, GAA inhib -4.7%, GAA spleen mod -6.6%, CBFb RUNX1 block 6.1%, Lamin A splicing -6.2%, HTT ATP protect 16.1% and HTT aggregate -4.4%.
Cc1ccn(CC(=O)N/N=C/c2cc([N+](=O)[O-])ccc2O)n1 was read as GAA glycogen mod -1.7%, GAA inhib -8.6%, GAA spleen mod -19.0%, CBFb RUNX1 block inconclusive, Lamin A splicing inconclusive and HTT aggregate 6.31µM*.
For OC(COc1ccc(C2C=CCC2)cc1)CN1CCCCC1 (stereo not drawn) the results were GAA glycogen mod 7.8%, GAA inhib -11.4%, GAA spleen mod -4.1%, CBFb RUNX1 block -4.0%, Lamin A splicing 18.8%, HTT ATP protect -17.1% and HTT aggregate 0.3%.
For O=C(c1ccco1)N1CCN(CC(=O)N2CCCc3c2c(=O)oc2ccc(O)cc32)CC1 the results were GAA glycogen mod -15.0%, GAA inhib -5.8%, GAA spleen mod -3.6%, CBFb RUNX1 block 6.0%, Lamin A splicing -10.5%, HTT ATP protect 39.7%[10 µM] and HTT aggregate 7.7%.
`N#Cc1nc(-c2ccc(OCc3ccc(Cl)cc3)cc2)oc1NCCCn1ccnc1` gave GAA glycogen mod -6.2%, GAA inhib -3.3%, GAA spleen mod -6.6%, CBFb RUNX1 block 5.3%, Lamin A splicing 0.3%, HTT ATP protect -7.4% and HTT aggregate -28.6%.
`c1ccc(-c2nc3ccccc3o2)nc1` gave GAA glycogen mod -2.1%, GAA inhib 4.4%, GAA spleen mod -8.7%, CBFb RUNX1 block 5.0%, Lamin A splicing 3.2%, HTT ATP protect -11.3% and HTT aggregate -5.1%.

Screening results (PubChem BioAssay)
